RMI-FANCM inh – RMI-FANCM interaction inhibition. Fluorescence polarization, RMI core complex with F-MM2 peptide; active compounds read low. FP signal (polarization) at 33 µM. 0.58% of 70,000 active; in the data active = FP signal below about 40; also: inactives centre near 61; strong numbers were not always called active; unit not given here
* = called active by the depositor; & = joins results of further samples; ! = repeats disagree. Some of the compounds tested; count on the stated rates, not on these rows.

nr	RMI-FANCM inh	structure
1	64	CCNC(=O)c1sc(NS(=O)(=O)c2ccccc2)nc1C
2	61	Cc1ccc(S(=O)(=O)N[C@@H](Cc2ccccc2)C(=O)CCl)cc1
3	56	CCn1nnc2c(NCc3ccccc3OC)ncnc21
4	64	Fc1ccc(COc2ccc(-c3nnco3)cc2)cc1
5	66	O=C(Nc1nnc(-c2ccc3c(c2)OCO3)o1)c1cccs1
6	66	CC(=O)Nc1ccc(SCCCC(=O)Nc2cnc3ccccc3c2)nn1
7	60	O=C(NCCc1csc(-c2cccnc2)n1)c1cccs1
8	75	CCn1c(SCC(=O)NCCCc2ccccc2)nc2c(-c3ccc(C)cc3)csc2c1=O
9	12*!	Cc1ccc(C)c(OCCCC(C)(C)C(=O)O)c1
10	52	O=c1oc2cc(S(=O)(=O)N3CCOCC3)ccc2n1Cc1ccc([N+](=O)[O-])cc1
11	70	CCCN1CCCc2cc(CCNC(=O)C(=O)Nc3c(C)cccc3C)ccc21
12	71	COc1ccc2nc(-c3ccc(NS(=O)(=O)c4cc(F)ccc4OC)cc3)cn2n1
13	52	Cc1cc(S(=O)(=O)O/N=C(/N)c2snnc2C)cc(C)c1F
14	54	O=C(SC1=NCCc2ccccc21)c1ccccc1
15	54	CCOC(=O)c1sc(NC(=O)CSc2nc3c(cnn3-c3ccccc3)c(=O)[nH]2)c(C(=O)OCC)c1C
16	88	Cn1c(SCC(=O)NCc2ccco2)nc2c(-c3ccccc3)c[nH]c2c1=O
17	73	COc1ccc2nc(N(CCN(C)C)C(=O)c3cccc(C)c3)sc2c1
18	49	CC(C)c1ccc(NNC(N)=S)cc1
19	58	Cc1c(S(=O)(=O)C(C)C)c(N)n(Cc2ccc(F)c(Cl)c2)c1C
20	58	CC(NS(=O)(=O)c1ccc(Oc2cccc(Cl)c2C#N)cc1)C(C)(C)C (stereo not drawn)
21	58	CC1CC(=O)N(CC(=O)NCc2ccccc2Cl)c2ccccc2S1 (stereo not drawn)
22	57	O=C(CSC1=NCCS1)Nc1nccs1
23	62	CCOC(=O)NCCc1c(F)cccc1Cl
24	55&62&46	CCN(CC)CCNC(=O)c1cc(S(C)(=O)=O)ccc1OC
25	52	CCOC(=O)c1csc(CS(=O)(=O)Cc2ccco2)n1
26	54	NS(=O)(=O)c1cccc(NC(=O)c2sccc2Cl)c1
27	63	Cc1ccc(CNC(=O)Cc2csc(NC(=O)C3CCC(=O)N3)n2)cc1 (stereo not drawn)
28	64	O=c1c(N2CCOCC2)nnc2sc3ccccc3n12
29	64	Cc1cc(=O)[nH]c(-n2nc(C)c(CCC(=O)Nc3nccs3)c2C)n1
30	56	O=C(CCc1ccccc1)NCCS(=O)(=O)N1CCN(c2cccc(Cl)c2)CC1
31	61	COc1cccc(N2C(=O)C3N=NN(c4ccc(F)c(Cl)c4)C3C2=O)c1 (stereo not drawn)
32	67	Cc1ccc(-c2csc(NC(=O)C3CCCN(S(C)(=O)=O)C3)n2)cc1C (stereo not drawn)
33	63	N#CC(C(=O)Nc1ccc(Cl)cc1)C(=O)c1cccs1 (stereo not drawn)
34	56	O=C(Nc1ccccc1C(F)(F)F)c1ccccc1I
35	52	COC(=O)C1=C(Nc2ccccc2NC(=O)C(C)C)CSC1
36	66	COc1ccc(Cc2nnc(C3CCN(S(=O)(=O)c4ccc(F)cc4)CC3)s2)cc1
37	60	CCOc1cc(C(C#N)N2CCCCC2)ccc1OC (stereo not drawn)
38	50	CCCCc1ccc(NC(=O)N=S2CCN(S(=O)(=O)c3ccc(Cl)cc3)CC2)cc1
39	59	Cc1cccc(NC(=O)Cn2nc(C3CCN(S(C)(=O)=O)CC3)n(C)c2=O)c1C
40	55	O=C1CNC(=S)N1CCN1CCOCC1
41	71	COc1ccc(Cl)cc1NC(=O)Cn1cnc2c(-c3ccccc3)csc2c1=O
42	56	CS(=O)(=O)c1ccc(-c2ccc(NS(=O)(=O)c3ccccc3C(F)(F)F)cc2)nn1
43	51	OC[C@H]1O[C@@H](n2cnc3c(Nc4ccccc4)ncnc32)C(O)[C@H]1O (stereo partly drawn)
44	66	O=C(NNC(=O)c1cccn(Cc2cccc(Cl)c2)c1=O)Nc1cccs1
45	59	COc1cc(C(=O)NC(=S)N2CCCCCC2)cc(OC)c1OC
46	108	CCOc1ccc(NC(=O)c2ccc(S(=O)(=O)c3ccc(C)c(C)c3)nc2)cc1
47	67	CC(C)c1cc(=O)n2c(n1)SCC2CC(=O)N1CCN(c2ccc(F)cc2)CC1 (stereo not drawn)
48	61	COc1ccc(NC(=O)NC(=O)CC#N)cc1
49	57&55	COc1ccc(/C=N\N2C(=O)/C(=C/c3cccs3)N=C2c2ccccc2)cc1
50	73	Cc1cc(C)c2nc(C)cc(NC(=O)/C=C/c3ccco3)c2c1

Next part.
nr	RMI-FANCM inh	structure
51	67	COC(=O)c1c(NC(=O)c2cc3cccc(OC)c3o2)sc2c1CCCC2
52	54	O=C(CN1CCOCC1)N1c2ccccc2Sc2ccccc21
53	62	Cc1cc(NC(=O)CN2C(=O)CCC2=O)n(-c2nc3ccccc3s2)n1
54	58	COC(=O)c1ccnc(C2=C(O)CCCC2)c1
55	57	O=S(=O)(Nc1ccc(N2CCN(Cc3ccccc3)CC2)cc1)c1ccccc1
56	63	O=C(c1csc(Nc2ccccc2)n1)N1CCN(c2ncccn2)CC1
57	58	O=C(Nc1ccc(OC(F)(F)F)cc1)c1ccc2nc[nH]c2c1
58	74	CCOC(=O)c1c(NC(=O)c2ccc(C(=O)OC)cc2)sc2c1CCC(C)C2 (stereo not drawn)
59	63	O=C(Cc1ccc(F)cc1)N1CCCC(c2nnc(-c3cccs3)o2)C1 (stereo not drawn)
60	61	Brc1ccc(-c2nn3c(Cc4ccccc4)nnc3s2)o1

Structural class: the entries above with four or more nitrogen atoms.
nr	RMI-FANCM inh	structure
3	56	CCn1nnc2c(NCc3ccccc3OC)ncnc21
6	66	CC(=O)Nc1ccc(SCCCC(=O)Nc2cnc3ccccc3c2)nn1
12	71	COc1ccc2nc(-c3ccc(NS(=O)(=O)c4cc(F)ccc4OC)cc3)cn2n1
13	52	Cc1cc(S(=O)(=O)O/N=C(/N)c2snnc2C)cc(C)c1F
15	54	CCOC(=O)c1sc(NC(=O)CSc2nc3c(cnn3-c3ccccc3)c(=O)[nH]2)c(C(=O)OCC)c1C
16	88	Cn1c(SCC(=O)NCc2ccco2)nc2c(-c3ccccc3)c[nH]c2c1=O
27	63	Cc1ccc(CNC(=O)Cc2csc(NC(=O)C3CCC(=O)N3)n2)cc1 (stereo not drawn)
28	64	O=c1c(N2CCOCC2)nnc2sc3ccccc3n12
29	64	Cc1cc(=O)[nH]c(-n2nc(C)c(CCC(=O)Nc3nccs3)c2C)n1
31	61	COc1cccc(N2C(=O)C3N=NN(c4ccc(F)c(Cl)c4)C3C2=O)c1 (stereo not drawn)
39	59	Cc1cccc(NC(=O)Cn2nc(C3CCN(S(C)(=O)=O)CC3)n(C)c2=O)c1C
43	51	OC[C@H]1O[C@@H](n2cnc3c(Nc4ccccc4)ncnc32)C(O)[C@H]1O (stereo partly drawn)
44	66	O=C(NNC(=O)c1cccn(Cc2cccc(Cl)c2)c1=O)Nc1cccs1
47	67	CC(C)c1cc(=O)n2c(n1)SCC2CC(=O)N1CCN(c2ccc(F)cc2)CC1 (stereo not drawn)
53	62	Cc1cc(NC(=O)CN2C(=O)CCC2=O)n(-c2nc3ccccc3s2)n1
56	63	O=C(c1csc(Nc2ccccc2)n1)N1CCN(c2ncccn2)CC1
60	61	Brc1ccc(-c2nn3c(Cc4ccccc4)nnc3s2)o1

Further structures:
nr	RMI-FANCM inh	structure
61	56	Cc1ccccc1C(=O)NC(CCC(=O)NN)C(=O)NN (stereo not drawn)
62	63	C=C(C)CN1CCN(CC(O)COc2ccc(OCC(O)CN3CCN(CC(=C)C)CC3)cc2)CC1 (stereo not drawn)
63	63	O=C(N/N=C\c1cc([N+](=O)[O-])ccc1O)C1(O)c2ccccc2-c2ccccc21
64	64	O=C(Nc1ccc(N2CCOCC2)cc1)c1ccco1
65	56	Cn1c(=O)c(-c2noc(-c3cccs3)n2)cn(-c2ccccc2)c1=O
66	56	Cc1ccc(Nc2nc(NCCCc3ccccc3)nc3nccnc23)cc1
67	65	CC(Oc1ccccc1)C(=O)N1CCN=C1SCc1ccc(Br)cc1 (stereo not drawn)
68	49	COc1ccc(CCC(=O)Nc2ccc(SCC(=O)N3CCCC3)nn2)cc1
69	86	CCOC(=O)Nc1cc(C)nn1-c1nc(-c2ccc(OCC)cc2)cs1
70	64	Cc1ccc(N(C)S(=O)(=O)c2ccsc2C(=O)n2nc(C)cc2C)cc1
71	61	COc1ccc(S(=O)(=O)N2CCCC(C(=O)Nc3c4c(nn3C)CCC4)C2)cc1 (stereo not drawn)
72	53	O=S(=O)(N=C1C(Cl)=C(Cl)C(=NS(=O)(=O)c2ccccc2)C(Cl)(Cl)C1(Cl)Cl)c1ccccc1
73	54	O=C(c1ccc([N+](=O)[O-])cc1Cl)N1CCC2(CC1)OCCN2S(=O)(=O)c1cccs1
74	66	CCC(=O)Nc1ccc(I)cc1C
75	62	CCOC(=O)c1sc(NC(=O)c2cc(C)no2)c(C#N)c1C
76	72	CCCNC(=O)C(=O)NCCN1CCOC(c2ccccc2)C1 (stereo not drawn)
77	80	Cc1cccc(NC(=O)C(=O)NCC2CCN(C(C)C)CC2)c1
78	54	O=C(Cc1ccc(Cl)cc1)N1CCN(c2ccc(-n3cccn3)nn2)CC1
79	57	CCOC(=O)c1c(C)nn(-c2ccc(NS(=O)(=O)c3c(C)noc3C)cc2)c1C
80	56	O=C(c1ccc(Br)o1)N1CCC2(CC1)NC(=O)N(Cc1ccccc1)C2=O
81	64	CC(=O)Nc1cccc(NC(=O)CSc2nc(CC(=O)NCC3CCCCC3)cs2)c1
82	127	COc1ccc(-c2ccc(N3CCCC(C(=O)Nc4ccc(C(N)=O)cc4)C3)nn2)cc1 (stereo not drawn)
83	54	O=C(O)c1ccccc1C(=O)Nc1ncccc1OCc1ccc(Cl)c(Cl)c1
84	68	Cc1cc(NC(=O)c2cc(C)n(C)n2)n(-c2ccccc2)n1
85	57	CC(=O)C1=C(O)c2cc(Cl)c(Cl)cc2C1=O
86	59	CCOc1ccc(-n2nnnc2CNS(=O)(=O)c2cccc(C(F)(F)F)c2)cc1
87	62	CCOC(=O)C1=C(C)NC2=C(C(=O)CCC2)C1c1ccccc1N1CCC(C(=O)OCC)CC1 (stereo not drawn)
88	63	COc1ccc(C)cc1S(=O)(=O)N1CCCC(c2nnc(CC(C)(C)C)o2)C1 (stereo not drawn)
89	62	O=C(N1CCN=C1SCc1cccnc1)C12CC3CC(CC(C3)C1)C2
90	23*	CCOc1ccc2c(c1)=CC(=Cc1sc(=S)n(CC3CCCO3)c1O)C(=O)N=2 (stereo not drawn)
91	69	Cc1ccc(-c2ccc(=O)n(CCCNS(=O)(=O)c3ccc(Cl)s3)n2)cc1
92	79	CCOc1ccc2nc(N(CCN(C)C)C(=O)c3ccc4ccccc4c3)sc2c1
93	62	O=C(NCCc1c[nH]c2ccccc12)C(=O)NCc1cccs1
94	57&60&58	CCOC([O-])=Nc1c[n+](N2CCOCC2)no1
95	74	Cc1nc2ccc(NC(=O)c3cccnc3)cc2c(=O)n1-c1ccc(Cl)cc1
96	63	O=C(C1CC1)N1CCc2ccc(NS(=O)(=O)c3ccc(F)cc3)cc2C1
97	62	COc1cc(-c2nnc(-c3cccnc3)o2)cc(OC)c1OC
98	69	CCOC(=O)c1csc(NC(=O)c2ccc(S(=O)(=O)N(CC(C)C)CC(C)C)cc2)n1
99	85	CC1CC(C)CN(C(=O)c2ccc(CNS(=O)(=O)c3cccc(C(F)(F)F)c3)cc2)C1 (stereo not drawn)
100	52	O=[N+]([O-])c1ccc(-c2nnc(CSCc3cccc4ccccc34)o2)cc1
101	78	CN(C)c1ccc(CCNC(=O)C(=O)Nc2ccc(F)c(Cl)c2)cc1
102	54	Cn1ncc(C(=O)O/N=C(/N)c2ccccc2)c1-n1cccc1
103	68	COc1ccc(S(=O)(=O)NCC(c2ccsc2)N2CCOCC2)cc1F (stereo not drawn)
104	52	COc1ccc(Cl)c2sc(N3CCN(C(=O)c4ccc([N+](=O)[O-])s4)CC3)nc12
105	72	COCCn1c(SCc2nc(-c3ccc4c(c3)OCO4)no2)nc2ccsc2c1=O
106	56	O=C(O)c1ccc(NC(NC(=O)c2ccco2)C(=O)c2ccccc2)cc1 (stereo not drawn)
107	61	COc1ccc(/C=C\C(=O)N2CCN(c3nccn3C)CC2)cc1OC
108	25*!	CC(C(=O)c1ccc(-c2ccccc2F)cc1)N1CCN(c2ccc(C#N)cc2)CC1 (stereo not drawn)
109	53	CC(=O)NS(=O)(=O)c1ccc(NC(=O)COc2cccc3c2OC(C)(C)C3)cc1
110	62	COc1cc(OC)cc(C(=O)NCCc2ccc3c(c2)CCCN3C)c1

(next part)
nr	RMI-FANCM inh	structure
111	59	CCOC(=O)Cc1csc(Nc2ccc(Cl)cc2)n1
112	60	NC1=NC(=O)/C(=C/c2ccc(C(=O)O)cc2)S1
113	68	CCOc1ccc2ncc(C#N)c(NCc3ccccc3)c2c1
114	53	O=C(N/N=C\c1ccc2c(c1)OCO2)c1cccnc1
115	66	COC(=O)/C=C1\Nc2ccccc2C(=O)NC1=O
116	52	CSc1sc(-c2nc(C)cs2)c(C)c1-c1ccn[nH]1
117	70	COc1ccccc1NC(=O)CSc1ccc(NC(=O)c2ccccc2)nn1
118	69	CCOc1ccc(-c2cc(=O)n(CC(=O)N3CCN(c4ccccc4F)CC3)cn2)cc1
119	66	O=C(NCCCn1nc(-c2ccc(Cl)cc2)ccc1=O)C1CC1
120	62	NC(=NS(=O)(=O)c1cc(C(F)(F)F)cc(C(F)(F)F)c1)c1ccccc1
121	57	COc1ccc(S(=O)(=O)CC(=O)N2CC(=O)Nc3ccccc32)cc1
122	-24	Cc1cc(C)cc(C(=O)Nc2nnc(N=Cc3ccc(Br)s3)s2)c1
123	54	CCOC(=O)C(NCCc1ccccc1)(NC(C)=O)C(F)(F)F (stereo not drawn)
124	51	Cc1nc(C)c(-c2ccc(SCC(=O)NCc3ccco3)nn2)s1
125	45	FC(F)(F)c1oc(-c2ccc(Cl)cc2)cc1-c1nnc(-c2ccco2)o1
126	58	Cc1cc(NC(=O)Cc2cc(F)cc(F)c2)no1
127	128	COc1ccccc1NC(=O)Cn1cc(-c2nnc(-c3ccco3)o2)c2ccccc21
128	52	Cc1cc(NC(=O)CSc2nnc3[nH]c(=O)cc(-c4ccccc4)n23)no1
